Assay outcomes deposited in PubChem by several laboratories.
phage Ecoli inh: E. coli growth loss with phage present; growth absorbance; inhibition, % at 11.9 µM; hit rate 0.26% among 360,000; AID 651602; in the data active = inhibition above about 11%
Ecoli viability: reduces bacterial viability in AddAB counter-screen. E. coli V3065 growth, OD600 absorbance, 18 h. inhibition, % at 11.9 µM. hit rate 0.27% among 330,000;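 active = inhibition above the campaign's mean inhibition across all tested compounds plus 3 SD, cut at about 9.9% in these data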;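 also: uninfected addAB+ strain grown without phage in ampicillin broth; 0% = DMSO wells and 100% = ciprofloxacin 0.95 µg/ml wells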
PKA-R2B activ: PKA-R2B complex activation; PKA-R2B holoenzyme dissociation, Cy5-IP20 fluorescence polarization; R2B truncated from residue 108, S112A mutant; 0% DMSO only, 100% 113 µM cGMP; hit rate 0.079% among 340,000; P22694+P31323; AID 504700; activation, % at 11.4 µM;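 active = activation above a cutoff set at the mean over all compounds plus 3 SD, cut at about 18% in these data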;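 also: higher means more holoenzyme dissociation and a rise in polarization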
Target sequence (P31323 whole entry, looked up, other chains not shown, the tested form may be a part): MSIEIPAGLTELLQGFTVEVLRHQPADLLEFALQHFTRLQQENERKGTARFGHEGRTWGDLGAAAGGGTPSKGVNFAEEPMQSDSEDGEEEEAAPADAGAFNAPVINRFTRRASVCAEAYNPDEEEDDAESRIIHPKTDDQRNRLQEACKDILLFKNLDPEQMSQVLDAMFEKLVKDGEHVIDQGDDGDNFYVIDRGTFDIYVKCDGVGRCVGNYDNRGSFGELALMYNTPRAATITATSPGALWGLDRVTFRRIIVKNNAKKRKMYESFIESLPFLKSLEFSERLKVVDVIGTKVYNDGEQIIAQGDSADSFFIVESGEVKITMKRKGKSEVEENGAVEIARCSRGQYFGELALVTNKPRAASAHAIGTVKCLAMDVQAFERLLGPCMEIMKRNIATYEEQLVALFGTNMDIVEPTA
PKA-R1A act: activators of PKA-R1A complex. P00514+P68181. PKA-R1A dissociation, Cy5-IP20 fluorescence polarization; scaled: DMSO 0%, 113 µM cGMP 100%. activation, % at 11.4 µM. hit rate 0.083% among 340,000;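 active = percent activation above the mean of all tested compounds plus 3 SD, cut at about 19% in these data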;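 also: higher means more PKAc released from R1A so a rise in polarization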
MOR-DOR inv ag: mu-delta opioid heterodimer inverse agonism; P35372+P41143; cell-based MOR-DOR heterodimer luminescence; inhibition, % at 9.3 µM; hit rate 0.21% among 340,000; AID 504357; in the data active = inhibition above about 22%, passing the limit was not always enough;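 also: 0% = cells with DMSO and 100% = wells without cells with DMSO; values of inactives mirror those of a sister screen read the other way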
OPRM1-OPRD1 ag: OPRM1-OPRD1 heterodimerization agonism; P35372+P41143; hit rate 0.3% among 340,000; cells, luminescence; AID 504326; activation, % at 9.3 µM; in the data active = activation above about 18%;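 also: 0% = vehicle-treated cells and 100% = reference agonist; values of inactives mirror those of a sister screen read the other way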
HTR5A inv ag: HTR5A inverse agonism, opioid heterodimer counter-screen | inhibition, % at 9.3 µM | HTR5A cell line, luminescence | hit rate 0.083% among 340,000 | AID 504634 | P47898; in the data active = inhibition mostly above about 23%, no sharp cut-off; inactive = mostly below about 18%;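 also: 0% = cells with DMSO and 100% = no-cell wells with DMSO; some compounds called inactive have numbers as strong as hits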
Target sequence (P47898 whole entry, looked up): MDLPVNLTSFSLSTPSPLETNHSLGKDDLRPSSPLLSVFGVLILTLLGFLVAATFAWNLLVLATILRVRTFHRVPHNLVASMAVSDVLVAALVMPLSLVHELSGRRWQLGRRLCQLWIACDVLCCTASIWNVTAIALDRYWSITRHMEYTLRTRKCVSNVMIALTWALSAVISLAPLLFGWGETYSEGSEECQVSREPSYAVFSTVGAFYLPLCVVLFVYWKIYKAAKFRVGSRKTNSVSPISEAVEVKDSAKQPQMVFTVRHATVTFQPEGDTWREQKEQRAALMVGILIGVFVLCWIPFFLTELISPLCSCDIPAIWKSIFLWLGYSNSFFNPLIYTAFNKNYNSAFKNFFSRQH
Tat export inh: inhibitors of E. coli Tat protein transport; hit rate 0.036% among 340,000; inhibition, % at 10 µM; E. coli MC4100 TorA-mCherry Tat export, fluorescence;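 active = mean replicate inhibition at least 50% and at least half of replicates individually reaching 50%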;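 also: exported cargo escapes ClpAP degradation while cytoplasmic cargo is degraded and loses fluorescence; 0% = median of neutral control wells and 100% = median of NaSCN control wells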
SUMO Mot1 rescue: inhibitors of SUMOylation pathway: yeast Mot1-301 growth rescue | AID 2716 | hit rate 1% among 320,000 | S. cerevisiae Mot1-301 growth rescue, ATP luminescence, 38.5C; percent above DMSO median, 100 means doubled | growth rescue, % at 18.8 µM;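 active = every valid replicate shows activation above 250% relative to neutral control wells; inactive = the rest, any valid replicate at or below 250%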;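 also: OY570 slx delta 5 strain wells were the positive control but not used for scaling; some compounds called inactive have numbers as strong as hits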
PfHsp90 set2: inhibits growth of yeast expressing Plasmodium falciparum Hsp90; S. cerevisiae expressing PfHsp90, BacTiter-Glo ATP, 48 h; yeast lacking PDR1 and PDR3 efflux regulators; inhibition, % at 9.4 µM; hit rate 0.32% among 310,000; AID 504621;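 active = every replicate shows inhibition above about 80%, whatever the replicate mean, limit read from the data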;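 also: 0% = DMSO neutral controls and 100% = 20 µM radicicol positive controls; yeast relying on Plasmodium falciparum Hsp90 in place of its own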
AddAB inh: less growth of phage-infected E. coli with AddAB; E. coli expressing H. pylori AddAB, absorbance growth; inhibition, % at 11.9 µM; hit rate 0.29% among 330,000; AID 435030; in the data active = inhibition above about 12%;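 also: 0% = vehicle wells of infected cells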
Starred values were filed as active, the others as inactive; · = not tested or not shown.

SMILES	phage Ecoli inh	Ecoli viability	PKA-R2B activ	PKA-R1A act	MOR-DOR inv ag	OPRM1-OPRD1 ag	HTR5A inv ag	Tat export inh	SUMO Mot1 rescue	PfHsp90 set2	AddAB inh
O=C(CSc1nnc(Cc2ccccc2)n1Cc1ccccc1)NCc1ccco1	1.6	0.5	1	-5	17	-4.0	22	5	0	27	2.0
O=C(Nc1cccnc1)c1ccc(COCC(F)(F)F)cc1	4.0	1.8	5	-5	14	-2.4	-1	7	-9	11	0.5
N#CC1(NC(=O)COC(=O)CSc2ccc(F)cc2)CCCCC1	6.8	-0.3	1	4	5	-1.0	-11	-9	7	·	0.7
C/C(=N\Nc1nc(C)cc(-c2ccccc2)n1)c1ccccc1	1.3	-0.3	1	5	0	-0.1	11	-6	-3	2	4.6
O=C(CN1CCN(S(=O)(=O)c2ccc(Br)s2)CC1)NC1CCCCC1	0.9	·	-8	6	9	-2.2	19	2	·	-18	·
COc1ccc(S(=O)(=O)Nc2ccc(O)c3ccccc23)cc1	2.4	-1.7	-6	1	-7	1.3	-14	-10	-1	-2	0.0
Cc1ccc2c(c1)c(C)c(C)n2CC(O)Cn1nc(C)cc1C (stereo not drawn)	-1.6	-2.4	-15	-8	-25	4.1	-23	11	-4	18	2.8
Cc1cc(C)cc(NC(=O)/C(C#N)=C/c2cn(CC(=O)NCc3ccco3)c3ccccc23)c1	1.6	-0.8	7	-7	-12	2.2	-4	18	-12	-5	3.0
COC(=O)c1ccccc1NC(=O)CN1C(=O)NC2(CCCCCCC2)C1=O	2.9	0.0	-5	-4	-4	0.9	5	-5	-7	22	0.8
Cc1ccccc1NC(=O)COC(=O)c1cccnc1	1.4	3.0	3	15	2	-0.5	18	-1	13	13	-0.1
CC(C)CCN(C(=S)Nc1cccc(C(F)(F)F)c1)C(C)c1ccccn1 (stereo not drawn)	2.9	2.3	-1	1	-6	1.2	10	8	8	-3	-0.3
CCOc1cccc2sc(N(CCN(C)C)C(=O)c3ccc(Br)s3)nc12	-1.1	-1.3	1	-13	7	-1.3	-20	5	-14	-8	1.5
Cc1ccc(C(C)C)cc1OCC(=O)Nc1ccc(N2CCCCC2)cc1	5.7	3.7	-11	-6	-21	3.2	-18	6	9	3	2.1
CCOC(=O)c1cc2c(=O)n3ccccc3nc2n(Cc2ccco2)c1=NC(=O)c1ccccc1OCC	3.0	0.0	-2	-9	11	-2.1	5	4	1	-11	2.8
CCOc1ccc(OCC(=O)Nc2ccc(OC)cc2[N+](=O)[O-])cc1	1.7	-0.6	1	-1	20	-4.3	20	0	-8	-16	0.4
O=C(c1ccc(Br)o1)N1CCC(c2nc3ccccc3[nH]2)CC1	2.6	-0.1	3	-5	-9	1.4	-8	3	-4	-16	-0.6
COCCn1c(SCC(=O)Nc2cccc(C(=O)OC)c2)nc2ccccc2c1=O	1.7	-0.2	-3	-2	4	-0.7	-9	2	-3	0	1.0
Cc1coc2c1c(C)cc1oc(=O)c(Cc3ccccc3)c(C)c12	0.2	-1.3	0	-10	9	-1.6	14	-7	-2	14	1.0
COc1ccc(-c2nc(SC(CC(=O)NCCN3CCOCC3)c3cccs3)n[nH]2)cc1 (stereo not drawn)	2.0	1.3	-1	-1	10	-2.1	-5	-3	-2	2	0.1
Cc1cc(C(C)(C)C)ccc1OCC(=O)N/N=C\c1c(C)n(C)n(-c2ccccc2)c1=O	3.6	-0.1	0	-3	-5	0.7	2	-1	1	-23	2.5
CC(O)c1ccc(-n2cnnn2)cc1 (stereo not drawn)	2.6	0.7	-2	4	3	-0.7	6	2	-3	12	0.7
Cc1ccc(-n2nc(C(=O)N3CCOCC3)cc2-c2ccc(Cl)cc2)cc1	2.1	1.1	-8	7	8	-1.7	10	1	-5	5	0.6
CC(=O)Nc1ccc(N/C=C/C(=O)c2ccc(Cl)cc2)cc1	4.0	0.3	6	12	4	-0.9	5	0	-12	0	1.1
COc1cc(/C=C/C(=O)OCC(=O)NCCc2ccccc2)cc(OC)c1OC	2.5	0.3	5	-3	2	-0.5	-7	-5	-17	1	2.7
Cc1nn(CCC(=O)O)c2nc(-c3cccnc3)cc(C(F)(F)F)c12	2.9	2.8	-2	5	-1	0.2	20	0	1	18	0.2
CCOC(=O)c1ccc(S(=O)(=O)NCC(c2ccc(N(C)C)cc2)c2c[nH]c3ccccc23)cc1 (stereo not drawn)	4.3	0.5	10	-4	-14	2.5	-29	10	-11	7	1.8
CCCOc1ccccc1/C=C(\C#N)C(=O)Nc1cccc(C)n1	0.7	1.7	1	8	6	-1.3	1	-4	-12	-12	-1.0
COc1ccc(O)c(CN2CCN(CCc3ccccc3)C(CCO)C2)c1 (stereo not drawn)	1.6	1.0	3	-10	-7	1.4	1	-1	2	16	3.9
COc1ccc(C(=O)N=C2SC3CS(=O)(=O)CC3N2Cc2ccc(F)cc2)cc1 (stereo not drawn)	-8.6	-1.4	4	-6	-19	3.5	-10	-10	12	12	-1.1
COc1ccc(-c2nc(CS(=O)(=O)CC(=O)NCc3ccc4c(c3)OCO4)c(C)o2)cc1	1.3	-2.0	2	12	5	-1.1	7	-11	13	11	3.9
O=c1[nH]sc2ccccc12	3.6	·	-5	-1	5	-1.2	-1	-1	·	0	·
Cc1cc(C)n(Cc2ccc(Cl)nc2)n1	1.9	-0.3	6	-6	14	-3.0	19	4	113	12	-1.0
CCOc1ccccc1N1CC(O)=C(c2nc3ccccc3s2)C1=N	0.1	1.9	-12	-8	21	-3.6	13	-5	13	-19	-0.1
O=C(NCCCc1ccc(F)cc1)C1CCC(=O)N(CCCN2CCCC2=O)C1 (stereo not drawn)	2.1	1.0	6	2	5	-1.0	4	4	-4	3	3.5
Cc1ccc(C)c(OCCC(=O)OCC(=O)NCc2ccccc2)c1	1.0	-1.6	3	-3	4	-0.8	-2	2	23	14	-1.5
CCCCNC(=O)c1ccc2c(c1)N(C)C(=O)c1ccccc1S2	1.7	-0.5	-4	-5	9	-1.9	12	2	-26	1	0.7
CC(=O)Nc1ccc(S(=O)(=O)n2cnc3ccccc32)cc1	2.0	-3.6	7	-6	11	-1.8	1	1	3	25	2.1
CCCCCCNC(=O)C(=O)NCCc1ccc(Cl)cc1	4.3	-0.9	-7	-9	4	-0.8	1	-1	3	14	1.9
Cc1cccc(C)c1-n1nnnc1SCC(=O)N1CCNC1=O	6.1	·	0	6	5	-0.8	-28	-3	·	-12	·
CCn1c(SCC(=O)Nc2sc3c(c2C#N)CCCC3)nnc1-c1ccncc1	2.7	0.6	-3	-5	10	-1.8	-14	0	39	16	4.4
CCn1c(SCC(=O)NCc2ccccc2)nnc1C(CO)NC(=O)c1ccccc1 (stereo not drawn)	2.8	2.2	0	6	2	-0.3	-39	-3	-13	-1	3.7
CN1C(=O)/C(=N/OC(=O)c2ccccc2)c2ccccc21	1.1	-0.5	-7	3	11	-2.5	-4	-4	-18	137*	5.4
O=C(O)c1cccc(S(=O)(=O)Nc2cccc(S(=O)(=O)N3CCCC3)c2)c1	1.7	-0.2	-3	-11	11	-2.6	0	-1	8	-5	1.1
COC(=O)c1sccc1NC(=S)N1CCN(C)CC1	-0.8	-1.5	3	-15	14	-2.6	-11	-5	-13	6	-2.6
COc1ccc2[nH]cc(C(=O)CN3CCN(C4CCCCC4)CC3)c2c1	3.4	0.3	-8	-18	2	-0.4	-2	-6	251	10	4.9
Clc1ccc(OCc2nnc3n2CCCCC3)c(Cl)c1	1.7	1.0	-10	-3	1	-0.2	-13	5	0	-3	3.5
CCOc1ccc(NC(=S)Nc2cccnc2)cc1	1.6	0.6	-10	-10	18	-3.7	-12	-5	·	·	1.2
NC(=O)c1ccc(NC(=O)COc2ccc(-n3cnnn3)cc2)cc1	3.9	-0.3	-10	-2	9	-2.3	-36	-4	0	-37	3.1
CC1=CC(C)C(/C=N/n2cnnc2)C(C)C1 (stereo not drawn)	1.9	0.4	1	6	11	-2.1	-22	-6	-4	2	0.2
O=C(CNC(=S)N(Cc1ccccc1)Cc1cccnc1)NCCN1CCOCC1	3.2	3.6	4	-7	-1	0.3	6	-2	-19	-1	3.7

Look-ups from the list.
O=C(CNC(=S)N(Cc1ccccc1)Cc1cccnc1)NCCN1CCOCC1 | MOR-DOR inv ag = -1
CCCOc1ccccc1/C=C(\C#N)C(=O)Nc1cccc(C)n1 | PKA-R2B activ = 1
O=c1[nH]sc2ccccc12 | OPRM1-OPRD1 ag = -1.2

Continuation:
SMILES	phage Ecoli inh	Ecoli viability	PKA-R2B activ	PKA-R1A act	MOR-DOR inv ag	OPRM1-OPRD1 ag	HTR5A inv ag	Tat export inh	SUMO Mot1 rescue	PfHsp90 set2	AddAB inh
COC(=O)c1ccc(C)c(N(CCO)CCO)c1	3.7	-1.4	-4	0	-4	0.7	-18	-2	-15	·	-2.2
COc1ccc(S(=O)(=O)NNC(=O)c2csc(-n3nc(C)cc3C(F)(F)F)n2)cc1OC	3.6	-0.4	-10	1	2	-0.4	-6	0	3	0	-3.4
Nc1ncnc2c1ncn2[C@@H]1O[C@H](CNCC#Cc2ccccc2)[C@@H](O)[C@H]1O	·	-1.8	-1	-4	6	-1.3	16	17	3	10	1.7
NC(=O)CC(NC(=O)c1ccccc1)c1ccc(NCCN2CCOCC2)c([N+](=O)[O-])c1 (stereo not drawn)	0.5	-3.1	-11	2	9	-1.7	9	7	18	0	0.9
CC(C)C[C@@H](CSc1ccc(Br)cc1)N1CCN(CC(C)C)CCC1=O	1.3	-0.5	3	1	1	-0.3	9	7	62	·	2.5
O=C(c1cc(=O)[nH]c2ccccc12)N1CCc2ccccc2C1	1.8	0.6	9	-2	11	-2.0	26	0	-3	14	1.4
CN1CCN(C(CNC(=O)C(=O)NC2CCCC2)c2ccc(F)cc2)CC1 (stereo not drawn)	2.1	5.4	14	7	13	-2.0	-5	1	-20	5	0.1
COc1nc(N2CCOCC2)nc(-n2cccc2)n1	1.6	-1.9	-9	-14	7	-1.6	-8	-3	-23	13	-2.3
CCOC(=O)/C=C1\NC(C)(C)Cc2cc(OC)c(OC)cc21	3.7	-0.8	-3	7	10	-1.8	-5	3	167	-8	-0.4
CN(CC(=O)NCCc1ccc(S(N)(=O)=O)cc1)Cc1ccc(Cl)cc1Cl	1.7	-3.9	-5	0	-11	1.8	7	-3	-17	10	1.2
CCN1CCN(C(=O)CCN2C(=O)COc3ccc(C)cc32)CC1	1.4	-1.1	-6	1	12	-2.3	-24	-1	-9	·	-1.1
COc1ccc(Cl)cc1NC(=O)CN1C(=O)NC(C)(Cc2ccc(OC)c(OC)c2)C1=O (stereo not drawn)	2.0	-2.1	1	-9	7	-1.7	11	1	-4	7	-0.8
